Assay outcomes as filed in PubChem.
miR122 inh – miR-122 Renilla sensor signal increase in Huh7, primary screen, miR-122 inhibitor project, cell-based, single point, plate reader | Huh7 miR-122 Renilla luciferase sensor, 48 h; neutral wells = 0, positive control = 100 | actives 0.3% (n = 340,000) | activation (reporter increase), % at 12.5 µM;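 active = mean replicate activation score at least 90 and every replicate individually at or above 90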;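 also: higher luciferase means less miR-122 activity so hits act as miR-122 inhibitors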
Casp6 inh – human caspase-6 inhibitors, primary screen, biochemical, VEID-R110 fluorescence, single point, set 2. purified caspase-6, Z-VEID-R110 cleavage fluorescence. inhibition, % at 12.5 µM. P55212. actives 0.53% (n = 350,000);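 active = mean inhibition across replicates at least about 35%, with every replicate also reaching that limit, limit read from the data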;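 also: 0% = median of neutral control wells and 100% = no fluorescence left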
Target sequence (P55212 24-179 limits assumed): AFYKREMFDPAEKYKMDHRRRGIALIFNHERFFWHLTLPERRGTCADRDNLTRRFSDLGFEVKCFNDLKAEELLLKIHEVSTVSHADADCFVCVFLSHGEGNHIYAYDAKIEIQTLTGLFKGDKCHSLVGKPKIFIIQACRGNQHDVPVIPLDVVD
Target sequence (P55212 194-293 limits assumed): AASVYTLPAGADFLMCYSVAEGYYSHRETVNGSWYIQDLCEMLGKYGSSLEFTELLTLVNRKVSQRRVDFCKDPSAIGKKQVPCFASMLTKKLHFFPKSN
Cneo AK release – Cryptococcus neoformans cell lysis inducers, primary screen, AK release luminescence, single concentration. actives 0.2% (n = 360,000). lysis activity, % at 15 µM. C. neoformans lysis, adenylate kinase release luminescence, 4 h; normalised: neutral wells 0, clomiphene wells 100;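 active = mean lysis activity across replicates of at least 80%, whatever share of replicates individually reach that level; inactive = mean lysis activity below 80%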
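Test system: log-phase Cryptococcus neoformans yeast cells. Input: 5 × 10^6 yeast cells/mL. Medium: fresh YPD growth medium. Doses: single dose. Incubation: static 4 h at 37 °C with compound, 1 h detection. Measured by: luminescent adenylate kinase detection reagent. Read-out: signal increase indicating cell lysis. Benchmarks: Clomiphene.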
LGR2 antag – inhibitors of bursicon-induced LGR2 CRE-luciferase signal, primary screen, cell-based, HEK293, CRE-luciferase reporter, bursicon stimulation; inhibition, % at 9.99 µM; bursicon-stimulated, 4 h; actives 0.35% (n = 380,000); Drosophila bursicon receptor LGR2 (rickets);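 active = drop in luminescence signal, shown as inhibition above about 50% in the replicate tests, limit read from the data, passing the limit was not always enough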;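 also: agonist challenge used bursicon conditioned medium at about half maximal strength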
EWS-Fli block – EWS/Fli-driven NR0B1 reporter inhibitors, primary screen, A673 cells, NR0B1 luciferase, luminescence, MLPCN library | inhibition, % at 12.6 µM | actives 0.67% (n = 350,000) | viability-normalised | AID 651661, 2012;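 active = mean inhibition of at least 50% after viability correction, with every replicate also passing that limit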;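 also: firefly luciferase signal divided by Alamar Blue viability fluorescence both relative to DMSO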
PAX8 inh HTS – inhibitors of PAX8-driven TPO luciferase reporter, primary screen, RMG-I cells, single concentration | SteadyGlo, 24 h | inhibition, % at 12.6 µM | actives 1.2% (n = 360,000) | AID 652154, 2013;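 active = mean replicate inhibition at least 60% with every replicate also reaching 60%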;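 also: luciferase light reporting Pax8 driven TPO promoter activity; plate controls were median of neutral control wells for no effect and mitoxantrone controls for full effect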
PGC1a acetyl inh – inhibitors of PGC1a acetylation signal, primary screen, cell-based, U2OS, AlphaScreen, inhibitor mode | inhibition, % at 15.6 µM | actives 0.17% (n = 350,000) | AID 651687, 2012 | AlphaScreen anti-acetyl-lysine; with virally co-expressed GCN5 acetyltransferase;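 active = every replicate shows inhibition of at least 40%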;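 also: 0% = neutral control wells and 100% = positive control wells; some results beyond the cut were filed as inactive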
FN deposition inh – inhibitors of fibronectin matrix deposition, primary screen, AH1F cells, Alexa488-fibronectin fluorescence, plate reader; AID 743247, 2014; actives 0.086% (n = 350,000); AH1F fibroblasts, overnight; inhibition, % at 12.6 µM;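 active = mean inhibition across replicates of 30% or more, regardless of how many single replicates reach that level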;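 also: positive control wells lacked labelled fibronectin entirely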
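Assay system: AH1F fibroblast monolayer, labelled fibronectin deposition. Amount: 10000 cells per well. Also added: labelled fibronectin 24 nM. Compound: single-point pinned compound. Incubation: cell attachment 1 h, compound and FN exposure overnight. Detection: fluorescence after three HBSS washes, excitation 485 nm, emission 525 nm. Read-out: inhibition of fibronectin deposition signal.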
The depositor's hits bear a star; [ ] = dose if it differs, or a comment.

How did COc1cccc2cc(C(C)N(CCCN3CCOCC3)C(=S)Nc3cc(C)cc(C)c3)oc12 (configuration not stated) do in these assays?
miR122 inh: 3; Casp6 inh: -1; LGR2 antag: 4; EWS-Fli block: -3; PAX8 inh HTS: 1; PGC1a acetyl inh: -2; FN deposition inh: 1

Results for O=C(COC(=O)c1ccc(Br)o1)Nc1ccc(N2CCOCC2)cc1 ?
Casp6 inh: -1; Cneo AK release: 1; LGR2 antag: 12; EWS-Fli block: -2; PAX8 inh HTS: -19; FN deposition inh: -3

How did CC(C)[C@H](NC(=O)c1ccccc1)C(=O)OCC(=O)N1CC2(C)CC1CC(C)(C)C2 (some centres not stated) do in these assays?
Casp6 inh: -2; LGR2 antag: 13; EWS-Fli block: -2; PAX8 inh HTS: -22; FN deposition inh: 5

Results for CCNC(=O)CSc1nc2sccc2c(=O)n1-c1ccccc1 ?
miR122 inh: -21; Casp6 inh: 4; Cneo AK release: -2; LGR2 antag: 2; EWS-Fli block: 1; PAX8 inh HTS: 11; PGC1a acetyl inh: -7; FN deposition inh: -2

How did Cc1nc2sc3c(c2c(=O)[nH]1)CCCCC3 do in these assays?
miR122 inh: 2; Casp6 inh: -6; Cneo AK release: -1; LGR2 antag: -10; EWS-Fli block: -33; PAX8 inh HTS: -42; PGC1a acetyl inh: 1; FN deposition inh: 4

How did COc1ccccc1-c1nnc(SCC(=O)OC(C)C)o1 do in these assays?
miR122 inh: -2; Cneo AK release: 7; PGC1a acetyl inh: 22; FN deposition inh: -5

How did Cc1ccc(Cn2nnnc2CN2CCC(O)(c3ccc(F)cc3)CC2)cc1 do in these assays?
miR122 inh: -9; Casp6 inh: 1; Cneo AK release: 2; LGR2 antag: 0; EWS-Fli block: 8; PGC1a acetyl inh: -10

Results for CSCCC1NC2(C(=O)Nc3c(C)cc(Cl)cc32)[C@@H]2C(=O)N(C3CCCC3)C(=O)[C@H]12 (some centres not stated) ?
miR122 inh: 2; Cneo AK release: 2; PAX8 inh HTS: 23; PGC1a acetyl inh: -5; FN deposition inh: 16

How did CCOC(=O)C1CCCN(C(=O)c2cncc(Br)c2)CC1 (configuration not stated) do in these assays?
miR122 inh: 2; Casp6 inh: 3; Cneo AK release: -1; LGR2 antag: -18; EWS-Fli block: 9; PAX8 inh HTS: 9; PGC1a acetyl inh: 14; FN deposition inh: -8

Results for NC(=NC(=O)c1ccc(OCC(F)(F)F)nc1)c1ccccc1 ?
Casp6 inh: -2; LGR2 antag: -12; EWS-Fli block: 3; PAX8 inh HTS: 10; FN deposition inh: 0

3 records picked at random from the list so far, as already listed:
How did COc1cccc2cc(C(C)N(CCCN3CCOCC3)C(=S)Nc3cc(C)cc(C)c3)oc12 (configuration not stated) do in these assays?
miR122 inh: 3; Casp6 inh: -1; LGR2 antag: 4; EWS-Fli block: -3; PAX8 inh HTS: 1; PGC1a acetyl inh: -2; FN deposition inh: 1

Results for O=C(COC(=O)c1ccc(Br)o1)Nc1ccc(N2CCOCC2)cc1 ?
Casp6 inh: -1; Cneo AK release: 1; LGR2 antag: 12; EWS-Fli block: -2; PAX8 inh HTS: -19; FN deposition inh: -3

How did Cc1ccc(Cn2nnnc2CN2CCC(O)(c3ccc(F)cc3)CC2)cc1 do in these assays?
miR122 inh: -9; Casp6 inh: 1; Cneo AK release: 2; LGR2 antag: 0; EWS-Fli block: 8; PGC1a acetyl inh: -10

The listing continues.
Results for Cc1ccc2nc(NCc3ccccc3)c(C#N)cc2c1 ?
miR122 inh: 0; Casp6 inh: 0; Cneo AK release: 0; LGR2 antag: -17; EWS-Fli block: -13; PAX8 inh HTS: -27; PGC1a acetyl inh: 2; FN deposition inh: 3

How did Cc1ccc(NC(=O)CSc2cn[nH]n2)cc1 do in these assays?
Casp6 inh: 0; Cneo AK release: -1; LGR2 antag: 12; EWS-Fli block: -7; PAX8 inh HTS: -9; FN deposition inh: -2

How did CC=Cc1ccc2n(c1=O)C[C@@H]1[C@@H](CO)[C@H](C(=O)N(C)C)[C@H]2N1CC1CCCC1 (mixture of isomers) do in these assays?
Casp6 inh: 1; LGR2 antag: 1; EWS-Fli block: 1; PGC1a acetyl inh: -17

Results for Cn1cnc(S(=O)(=O)N2CC[C@@H]3[C@H]2c2cc(-c4ccccc4)ccc2N[C@@H]3CO)c1 ?
miR122 inh: 2[16.7 µM]; Casp6 inh: 0; Cneo AK release: 22; LGR2 antag: -18; EWS-Fli block: -15; PAX8 inh HTS: -26; PGC1a acetyl inh: 8; FN deposition inh: -7

Results for Cc1ccccc1OCC(=O)Nc1cccc(NC(=O)c2ccco2)c1 ?
miR122 inh: -7; Cneo AK release: -5; LGR2 antag: 8; PGC1a acetyl inh: -3

Results for Cc1noc(C)c1NC(=O)N(C)C[C@H]1Oc2c(NC(=O)Cc3ccccc3)cccc2C(=O)N([C@H](C)CO)C[C@@H]1C ?
miR122 inh: -20; Cneo AK release: 3; LGR2 antag: -4; EWS-Fli block: 1; PAX8 inh HTS: 7; FN deposition inh: -3

How did O=[N+]([O-])c1ccc2c3n([n+]([O-])c2c1)CCN=C3c1ccc(Cl)cc1 do in these assays?
miR122 inh: -1; Casp6 inh: 1; Cneo AK release: 3; LGR2 antag: -5; EWS-Fli block: 5; PAX8 inh HTS: 19; PGC1a acetyl inh: 2; FN deposition inh: 11

How did CCOc1ccc(CNn2nnnc2N)cc1 do in these assays?
miR122 inh: -2; Cneo AK release: 1; PAX8 inh HTS: 13; PGC1a acetyl inh: -1; FN deposition inh: 6

Results for O=C(Nc1ccc(F)cc1F)c1ccc2c(c1)[nH]c(=O)n2Cc1ccc(F)cc1 ?
miR122 inh: -5; Casp6 inh: 1; Cneo AK release: 0; LGR2 antag: 0; EWS-Fli block: 10; PAX8 inh HTS: 2; PGC1a acetyl inh: -5; FN deposition inh: 2

What do the screens show for `O=C(Nc1ccc2c(c1)OCCO2)C1CCCN(S(=O)(=O)c2cccc3nsnc23)C1` (configuration not stated)?
miR122 inh: -2; Casp6 inh: 1; Cneo AK release: 0; LGR2 antag: 18; EWS-Fli block: -15; PGC1a acetyl inh: 1

How did NNC(=O)c1ccccc1OCc1ccccc1 do in these assays?
miR122 inh: 1; Casp6 inh: 1; Cneo AK release: -2; LGR2 antag: 13; EWS-Fli block: -5; PAX8 inh HTS: -2; PGC1a acetyl inh: 10; FN deposition inh: 13

How did COc1cc(/C=N/NC(=O)c2nnn(-c3nonc3N)c2C(C)C)ccc1OCc1ccccc1 do in these assays?
Casp6 inh: -2; Cneo AK release: -22; LGR2 antag: -3; EWS-Fli block: -25; PAX8 inh HTS: -2; PGC1a acetyl inh: 5; FN deposition inh: -6

How did CC(=O)Nc1ccc(C(=O)OCC(=O)Nc2c(F)cccc2F)cc1 do in these assays?
miR122 inh: 0; Casp6 inh: 0; Cneo AK release: -2; LGR2 antag: 3; EWS-Fli block: 9; PAX8 inh HTS: 3; PGC1a acetyl inh: 14; FN deposition inh: 7

Results for Cc1ccc2c(c1)-c1c(cnn1CC(=O)N(Cc1ccco1)C1CCCCC1)CO2 ?
Casp6 inh: 0; Cneo AK release: 7; LGR2 antag: 20; EWS-Fli block: -1; PAX8 inh HTS: 4; FN deposition inh: -10

How did Cc1ccc(S(=O)(=O)N2CCN(C(=O)COC(=O)c3cc([N+](=O)[O-])ccc3NCCO)CC2)c(C)c1 do in these assays?
miR122 inh: -5; Casp6 inh: -1; Cneo AK release: -2; LGR2 antag: 3; EWS-Fli block: 11; PAX8 inh HTS: 25; PGC1a acetyl inh: 11; FN deposition inh: -2

What do the screens show for `C[C@@H]1CCCCO[C@H](CN(C)Cc2ccncc2)[C@@H](C)CN([C@H](C)CO)C(=O)c2cc(NC(=O)NC3CCCCC3)ccc2O1`?
miR122 inh: -4[16.7 µM]; Casp6 inh: -1; Cneo AK release: 0; LGR2 antag: 1; EWS-Fli block: 4; PAX8 inh HTS: -2; PGC1a acetyl inh: 2; FN deposition inh: -2

What do the screens show for `O=C(NC(c1ccccc1)c1ccccc1)c1ccc(CO)cc1`?
miR122 inh: -6; Casp6 inh: -1; Cneo AK release: -3; LGR2 antag: 3; EWS-Fli block: -4; PAX8 inh HTS: -18; PGC1a acetyl inh: 1; FN deposition inh: -3

What do the screens show for `CCN(CC)S(=O)(=O)c1cccc(NC(=O)COC(=O)/C=C/c2cccs2)c1`?
miR122 inh: -1; Casp6 inh: 5; LGR2 antag: 13; EWS-Fli block: -1; PAX8 inh HTS: 25; PGC1a acetyl inh: -6; FN deposition inh: 3

How did COCCn1c(SCc2ccccc2)nc2c1c(=O)[nH]c(=O)n2C do in these assays?
Casp6 inh: 0; Cneo AK release: -1; LGR2 antag: 4; EWS-Fli block: 0; PAX8 inh HTS: 15; PGC1a acetyl inh: -8; FN deposition inh: -1

How did CC(C)N(C(=O)[C@H]1CC(CC(=O)NC(C)(C)C)C(=O)N2CCc3c([nH]c4ccccc34)[C@]12C)C(C)C (some centres not stated) do in these assays?
miR122 inh: -12; Casp6 inh: -2; Cneo AK release: -7; LGR2 antag: 30; EWS-Fli block: 8; PAX8 inh HTS: -2; PGC1a acetyl inh: 1; FN deposition inh: 5

What do the screens show for `CO[C@H]1CN(C)C(=O)c2cc(NC(=O)CC(F)(F)F)ccc2OC[C@H](C)N(C(C)=O)C[C@H]1C`?
Casp6 inh: 0; LGR2 antag: -1; PAX8 inh HTS: 14; PGC1a acetyl inh: 9; FN deposition inh: -12

Results for Cc1c(NC(=O)OCCNC(=O)COc2c(Cl)cccc2Cl)sc(=S)n1C ?
miR122 inh: -5; Cneo AK release: 0; PAX8 inh HTS: 16; PGC1a acetyl inh: -11; FN deposition inh: -7

Results for COCC(=O)Nc1ccc2c(c1)[C@H]1C[C@@H](CC(=O)NCc3ccc(Cl)cc3)O[C@@H](CO)[C@H]1O2 ?
miR122 inh: -5[16.7 µM]; Cneo AK release: 1; LGR2 antag: -4; EWS-Fli block: 6; PAX8 inh HTS: -3; PGC1a acetyl inh: 2; FN deposition inh: 1

How did COc1ccccc1N1CCN(CCN2C(=O)C3CCCN3C2=O)CC1 (configuration not stated) do in these assays?
Casp6 inh: -8; Cneo AK release: 1; LGR2 antag: 9; EWS-Fli block: 14; PAX8 inh HTS: 24; FN deposition inh: -8

How did COC(=O)N=Nc1c(O)[nH]c2ccc(Br)cc12 do in these assays?
miR122 inh: 8; Casp6 inh: -2; Cneo AK release: -6; LGR2 antag: -3; EWS-Fli block: 6; PAX8 inh HTS: 12; PGC1a acetyl inh: -28; FN deposition inh: -3

How did COc1cc(S(=O)(=O)Nc2cccc3cn[nH]c23)c(OC)cc1C do in these assays?
Casp6 inh: 6; Cneo AK release: 0; LGR2 antag: 27; PAX8 inh HTS: 3

Results for CCCCCCC(=O)N1CCC(c2nc3c(nnn3Cc3ccccc3Cl)c(=O)[nH]2)CC1 ?
miR122 inh: -7; Cneo AK release: -1; LGR2 antag: -11; PGC1a acetyl inh: 5

What do the screens show for `COc1cc(C(=O)OCC(=O)Nc2ccc(F)cc2F)cc(OC)c1OC`?
miR122 inh: 4; Cneo AK release: 2; PAX8 inh HTS: 6; FN deposition inh: 3
